All columns: NCI-60 one-dose screen, growth in % after 48 h at 10 µM unless noted; 100 = growth as untreated, 0 = no growth, -100 = all killed.
SK-MEL-5: SK-MEL-5 melanoma. 6.4% of 80,000 active
UACC-257: UACC-257 melanoma | AID 1794764 | 4.4% of 78,000 active
LOX IMVI: LOX IMVI melanoma; 7.4% of 79,000 active; AID 1794757
MDA-MB-435: MDA-MB-435 melanoma | AID 1794794 | 7.8% of 82,000 active
SK-MEL-2: SK-MEL-2 melanoma; 4.7% of 77,000 active
UACC-62: UACC-62 melanoma; 5.4% of 81,000 active; AID 1794756
SK-MEL-28: SK-MEL-28 melanoma. 4.1% of 81,000 active
MALME-3M: MALME-3M melanoma | 5.8% of 78,000 active
* marks the source's active call; other numbers are inactive results; & = joins results of further samples. How the source made its calls: active means growth percent below 10; inactive means the rest.

Results for O=c1cc(O)n(C2=NCCN2)[nH]1 ?
UACC-257: 99; MDA-MB-435: 117; UACC-62: 110; SK-MEL-28: 113; MALME-3M: 108

Results for CCN(CCO)Cc1c(-c2ccccc2)oc(-c2ccccc2)c1Cl ?
SK-MEL-5: 97; UACC-257: 90; LOX IMVI: 99; MDA-MB-435: 94; SK-MEL-2: 97; UACC-62: 99; SK-MEL-28: 109; MALME-3M: 104

How did O=c1cc(Cn2cnc3c(NCc4ccco4)ncnc32)c2cc(Cl)ccc2o1 do in these assays?
SK-MEL-5: 92; UACC-257: 108; LOX IMVI: 91; MDA-MB-435: 107; SK-MEL-2: 98; UACC-62: 89; SK-MEL-28: 104; MALME-3M: 97

What do the screens show for `N#Cc1c(N)nc2c3c(N)n4c(nc3nn2c1=Nc1ccc(Cl)cc1)sc1cc([N+](=O)[O-])ccc14`?
SK-MEL-5: 85; UACC-257: 110; LOX IMVI: 91; MDA-MB-435: 114; SK-MEL-2: 97; UACC-62: 98; SK-MEL-28: 117; MALME-3M: 123

What do the screens show for `CC(=O)C1=NCC(=O)N(c2ccc(Cl)cc2)N1`?
SK-MEL-5: 101; UACC-257: 103; LOX IMVI: 94; MDA-MB-435: 104; SK-MEL-2: 104; UACC-62: 97; SK-MEL-28: 108; MALME-3M: 107

Results for O=C1c2ccccc2C2(c3ccc(O)cc3)c3ccccc3Oc3cccc1c32 (configuration not stated) ?
SK-MEL-5: 17; UACC-257: 48; LOX IMVI: 28; MDA-MB-435: -3.9*; SK-MEL-2: 25; UACC-62: 31; SK-MEL-28: 52; MALME-3M: 66

How did CCCCSc1ccc2nc(-c3ccc(OCCCN=C(N)N)cc3)cn2c1 do in these assays?
SK-MEL-5: 53; UACC-257: 86; LOX IMVI: 61; MDA-MB-435: 48; SK-MEL-2: 48; UACC-62: 52; SK-MEL-28: 38; MALME-3M: 23

What do the screens show for `CCOC(OCC)c1cnc2nc(NC(C)=O)[nH]c(=O)c2n1`?
SK-MEL-5: 104; UACC-257: 109; LOX IMVI: 100; MDA-MB-435: 105; SK-MEL-2: 95; UACC-62: 102; SK-MEL-28: 105; MALME-3M: 90

Results for O=C(O)/C=C/C(=O)O ?
SK-MEL-5: 99&106; UACC-257: 93&105; LOX IMVI: 102&106; MDA-MB-435: 110&107; SK-MEL-2: 105&104; UACC-62: 99&114; SK-MEL-28: 107&113; MALME-3M: 109

Results for S=C(NCCc1ccccc1)Nc1ncccn1 ?
SK-MEL-5: 104; UACC-257: 107; LOX IMVI: 115; MDA-MB-435: 111; SK-MEL-2: 96; UACC-62: 94; SK-MEL-28: 124

What do the screens show for `CC(=O)Nc1ccc(S(=O)(=O)Oc2nccnc2N)cc1`?
SK-MEL-5: 106; UACC-257: 97; LOX IMVI: 106; MDA-MB-435: 105; SK-MEL-2: 130; UACC-62: 96; SK-MEL-28: 111; MALME-3M: 138

Results for Cc1ccc2oc(=O)cc(Cn3cc(Cn4c(C)cc(=O)n(Cc5cn(Cc6cc(=O)oc7ccc(C)cc67)nn5)c4=O)nn3)c2c1 ?
SK-MEL-5: 102; UACC-257: 107; LOX IMVI: 93; MDA-MB-435: 102; SK-MEL-2: 111; UACC-62: 96; SK-MEL-28: 105; MALME-3M: 102

How did CCCCCC(=O)c1ccc(OCCCN2CCN(C(=O)OCC)CC2)cc1 do in these assays?
SK-MEL-5: 64; UACC-257: 96; LOX IMVI: 82; MDA-MB-435: 99; SK-MEL-2: 85; UACC-62: 87; SK-MEL-28: 98

Results for CCOC(=O)c1cc(/C(=N\O)c2cc(OC)c(OC)c(OC)c2)n2c(C)cccc12 ?
SK-MEL-5: 14; LOX IMVI: 38; MDA-MB-435: -10*; SK-MEL-2: 22; UACC-62: 27; SK-MEL-28: 58; MALME-3M: 45

How did C=C(C[n+]1ccccc1)[C@@H]1CC[C@]2(C(=O)O)CC[C@]3(C)[C@H](CC[C@@H]4[C@@]5(C)CC[C@H](O)C(C)(C)[C@@H]5CC[C@]43C)[C@@H]12 do in these assays?
SK-MEL-5: 103; UACC-257: 100; LOX IMVI: 98; MDA-MB-435: 104; SK-MEL-2: 105; UACC-62: 95; SK-MEL-28: 104; MALME-3M: 96

What do the screens show for `OC(COc1ccccc1Cl)CN1CCOCC1` (configuration not stated)?
SK-MEL-5: 113; UACC-257: 100; LOX IMVI: 88; MDA-MB-435: 113; SK-MEL-2: 109; UACC-62: 108; SK-MEL-28: 107; MALME-3M: 112

How did Clc1ccc(Nc2nc(C3CC3)cs2)cc1 do in these assays?
UACC-257: 92; LOX IMVI: 105; MDA-MB-435: 93; SK-MEL-2: 96; UACC-62: 89; SK-MEL-28: 100; MALME-3M: 93

What do the screens show for `O=c1[nH]c2nc(Cl)nc(Cl)c2[nH]1`?
SK-MEL-5: 108; UACC-257: 99; LOX IMVI: 102; MDA-MB-435: 114; SK-MEL-2: 121; UACC-62: 104; SK-MEL-28: 115; MALME-3M: 106

How did CCOC(=O)CSc1nc2ccccc2c(=O)n1Cc1ccc(S(N)(=O)=O)cc1 do in these assays?
SK-MEL-5: 100; UACC-257: 101; LOX IMVI: 96; MDA-MB-435: 102; SK-MEL-2: 111; UACC-62: 94; SK-MEL-28: 104; MALME-3M: 105

How did O=C(O)c1ccccc1OP(=O)(O)O do in these assays?
SK-MEL-5: 108; UACC-257: 104; LOX IMVI: 105; MDA-MB-435: 93; SK-MEL-2: 103; UACC-62: 112; SK-MEL-28: 111; MALME-3M: 100

Results for NC(=NCc1ccccc1)C(N=Nc1ccccc1)C(=O)NCc1ccccc1 (configuration not stated) ?
SK-MEL-5: 103; UACC-257: 95; LOX IMVI: 43; MDA-MB-435: 81; SK-MEL-2: 107; UACC-62: 77; SK-MEL-28: 106; MALME-3M: 133

What do the screens show for `O=C1c2ccccc2C(=O)N1c1nccs1`?
SK-MEL-5: 107; UACC-257: 107; LOX IMVI: 104; MDA-MB-435: 97; SK-MEL-2: 134; UACC-62: 103; SK-MEL-28: 114; MALME-3M: 122

Results for CCOC(=O)c1c2c(c(C)n1C)-c1oncc1CC2 ?
SK-MEL-5: 94; UACC-257: 117; LOX IMVI: 97; MDA-MB-435: 112; SK-MEL-2: 122; UACC-62: 99; SK-MEL-28: 111; MALME-3M: 129

How did O=C(Nc1ccc(NC(=O)c2cc(S(=O)(=O)NCCc3c[nH]c4ccccc34)c(O)c(O)c2O)cc1)c1cc(S(=O)(=O)NCCc2c[nH]c3ccccc23)c(O)c(O)c1O do in these assays?
SK-MEL-5: 100; UACC-257: 104; LOX IMVI: 93; MDA-MB-435: 117; SK-MEL-2: 99; UACC-62: 102; SK-MEL-28: 114; MALME-3M: 103

How did C=C(C)[C@@H]1CC[C@]2(C(=O)NCCCCCCCCCCCCCCC)CC[C@]3(C)[C@H](CC[C@@H]4[C@@]5(C)C/C(=C/c6ccco6)C(=O)C(C)(C)[C@@H]5CC[C@]43C)[C@@H]12 do in these assays?
SK-MEL-5: 99; UACC-257: 87; LOX IMVI: 98; MDA-MB-435: 105; SK-MEL-2: 100; UACC-62: 91; SK-MEL-28: 98

Results for CCN(CC)CCNc1ccc(OC)c2cccnc12 ?
SK-MEL-5: 79; LOX IMVI: 84; MDA-MB-435: 98; SK-MEL-2: 103; UACC-62: 91; SK-MEL-28: 116; MALME-3M: 104

What do the screens show for `O=C(CCc1nnc(-c2c(Cl)cccc2Cl)o1)c1nc2ccccc2[nH]1`?
SK-MEL-5: 67; UACC-257: 79; LOX IMVI: 55; MDA-MB-435: -0.5*; SK-MEL-2: 59; UACC-62: 42; SK-MEL-28: 83; MALME-3M: 79

What do the screens show for `O=C(Nc1cn[nH]c1-c1nc2ccc(CN3CCOCC3)cc2[nH]1)NC1CC1`?
SK-MEL-5: 36; UACC-257: 60; LOX IMVI: 1.8*; MDA-MB-435: 36; UACC-62: 25; SK-MEL-28: 40; MALME-3M: 52

Results for COc1ccc(-c2nnc(SC/C(=N/O)c3ccccc3)n2-c2ccccc2)cc1 ?
SK-MEL-5: 94; UACC-257: 98; LOX IMVI: 101; MDA-MB-435: 102; SK-MEL-2: 106; UACC-62: 94; SK-MEL-28: 117; MALME-3M: 97

What do the screens show for `CN(C)CCN1C(=O)c2cccc3c(/C=C/CN4C(=O)c5cccc6cccc(c56)C4=O)ccc(c23)C1=O`?
SK-MEL-5: 82; UACC-257: 92; LOX IMVI: 30; MDA-MB-435: 89; SK-MEL-2: 104; UACC-62: 99; SK-MEL-28: -56*; MALME-3M: -62*

How did CCOC(=O)c1sc(NC(=O)/C=C/c2ccc(OC)c(OC)c2)nc1N1CCOCC1 do in these assays?
SK-MEL-5: 58; UACC-257: 101; LOX IMVI: 65; MDA-MB-435: 93; SK-MEL-2: 86; UACC-62: 85; SK-MEL-28: 86; MALME-3M: 96

What do the screens show for `COc1ccc(-c2nc3ccc(-c4nnc(SCC(=O)Nc5cc(OC)c(OC)c(OC)c5)o4)cc3[nH]2)cc1OC`?
SK-MEL-5: 90; UACC-257: 105; LOX IMVI: 98; MDA-MB-435: 99; SK-MEL-2: 100; UACC-62: 79; SK-MEL-28: 97; MALME-3M: 80

What do the screens show for `COc1ccc2cc(-c3cc4c(oc3=O)-c3ccccc3OC4O)c(=O)oc2c1` (configuration not stated)?
SK-MEL-5: 65; UACC-257: 72; LOX IMVI: 24; MDA-MB-435: 88; SK-MEL-2: 74; UACC-62: 77; SK-MEL-28: 100; MALME-3M: 53

How did N#C/C(=C\c1ccc(Cl)cc1)c1cc2ccccc2[nH]1 do in these assays?
SK-MEL-5: 102; UACC-257: 98; LOX IMVI: 99; MDA-MB-435: 92; SK-MEL-2: 110; UACC-62: 79; SK-MEL-28: 106; MALME-3M: 106

Results for Cc1cnccn1 ?
SK-MEL-5: 107; UACC-257: 100; LOX IMVI: 93; MDA-MB-435: 102; SK-MEL-2: 95; UACC-62: 102; SK-MEL-28: 105; MALME-3M: 101

How did COc1cc(CNS(=O)(=O)c2ccc(C)cc2)ccc1OCc1cn(-c2ccc(C#N)cc2)nn1 do in these assays?
SK-MEL-5: 86; UACC-257: 114; LOX IMVI: 98; MDA-MB-435: 104; SK-MEL-2: 105; UACC-62: 90; SK-MEL-28: 104; MALME-3M: 98

Results for Nc1ccc(C2NNC(=O)Cc3cc4c(cc32)OCO4)cc1 (configuration not stated) ?
SK-MEL-5: 109; UACC-257: 114; LOX IMVI: 103; MDA-MB-435: 103; UACC-62: 110; SK-MEL-28: 105; MALME-3M: 96

What do the screens show for `Cc1ccc(Cl)c(-n2c(SCC(=O)NN)nc3ccccc3c2=O)c1`?
SK-MEL-5: 103; UACC-257: 109; LOX IMVI: 97; MDA-MB-435: 104; SK-MEL-2: 103; UACC-62: 101; SK-MEL-28: 108; MALME-3M: 106

What do the screens show for `CCOC(=O)c1ccc(NC(N)=S)cc1`?
SK-MEL-5: 94; UACC-257: 97; LOX IMVI: 109; MDA-MB-435: 93; SK-MEL-2: 118; UACC-62: 89; SK-MEL-28: 115; MALME-3M: 92

How did O=C1c2ccccc2C(=O)N1/N=C/c1cc(Br)ccc1O do in these assays?
SK-MEL-5: 107; UACC-257: 96; LOX IMVI: 104; MDA-MB-435: 113; SK-MEL-2: 95; UACC-62: 77; SK-MEL-28: 97; MALME-3M: 100

What do the screens show for `O=C(O)/C=C\C(=O)Nc1ccc2c(c1)Cc1cc(F)ccc1-2`?
SK-MEL-5: 101; UACC-257: 115; LOX IMVI: 96; MDA-MB-435: 102; SK-MEL-2: 98; UACC-62: 103; SK-MEL-28: 105; MALME-3M: 99

What do the screens show for `COc1ccc(/C=C/C(=O)Nc2cccc(C(F)(F)F)c2)cc1OC`?
SK-MEL-5: 93; UACC-257: 100; LOX IMVI: 102; MDA-MB-435: 97; SK-MEL-2: 105; UACC-62: 96; SK-MEL-28: 101; MALME-3M: 120

Results for COc1ccc(OC)c(-c2c(C#N)c(-c3ccco3)nc3c2c(-c2ccccc2)nn3-c2ccccc2)c1 ?
SK-MEL-5: 97; UACC-257: 100; MDA-MB-435: 106; SK-MEL-2: 99; UACC-62: 77; SK-MEL-28: 106; MALME-3M: 112

Results for CNc1nc2c(s1)C(c1ccc(F)cc1Cl)CC(=O)N2 (configuration not stated) ?
SK-MEL-5: 95; UACC-257: 95; LOX IMVI: 94; MDA-MB-435: 76; SK-MEL-2: 103; UACC-62: 82; SK-MEL-28: 105; MALME-3M: 97

Copied from above, six compounds:
What do the screens show for `CCOC(OCC)c1cnc2nc(NC(C)=O)[nH]c(=O)c2n1`?
SK-MEL-5: 104; UACC-257: 109; LOX IMVI: 100; MDA-MB-435: 105; SK-MEL-2: 95; UACC-62: 102; SK-MEL-28: 105; MALME-3M: 90

Results for O=C(O)/C=C/C(=O)O ?
SK-MEL-5: 99&106; UACC-257: 93&105; LOX IMVI: 102&106; MDA-MB-435: 110&107; SK-MEL-2: 105&104; UACC-62: 99&114; SK-MEL-28: 107&113; MALME-3M: 109

Results for S=C(NCCc1ccccc1)Nc1ncccn1 ?
SK-MEL-5: 104; UACC-257: 107; LOX IMVI: 115; MDA-MB-435: 111; SK-MEL-2: 96; UACC-62: 94; SK-MEL-28: 124

What do the screens show for `CC(=O)Nc1ccc(S(=O)(=O)Oc2nccnc2N)cc1`?
SK-MEL-5: 106; UACC-257: 97; LOX IMVI: 106; MDA-MB-435: 105; SK-MEL-2: 130; UACC-62: 96; SK-MEL-28: 111; MALME-3M: 138

Results for Cc1ccc2oc(=O)cc(Cn3cc(Cn4c(C)cc(=O)n(Cc5cn(Cc6cc(=O)oc7ccc(C)cc67)nn5)c4=O)nn3)c2c1 ?
SK-MEL-5: 102; UACC-257: 107; LOX IMVI: 93; MDA-MB-435: 102; SK-MEL-2: 111; UACC-62: 96; SK-MEL-28: 105; MALME-3M: 102

How did CCCCCC(=O)c1ccc(OCCCN2CCN(C(=O)OCC)CC2)cc1 do in these assays?
SK-MEL-5: 64; UACC-257: 96; LOX IMVI: 82; MDA-MB-435: 99; SK-MEL-2: 85; UACC-62: 87; SK-MEL-28: 98
